# FH mod = Identification of activators of human fumarate hydratase by quantitative high-throughput screening; Fumarate hydratase, mitochondrial (Homo sapiens), P07954; FH coupled MDH/diaphorase resazurin fluorescence, 15 min; Potency, µM (top dose mostly 79.9 µM), without a hit: at the highest dose activity change, negative = inhibition, actives largely listed as inhibitors; hit rate 0.22% among 54,000; AID 1347055, 2019; also: the screen sought activators but most active calls are inhibition curves; nearly all actives have a fitted effect of over 45% in size
# Target sequence (P07954 whole entry, looked up): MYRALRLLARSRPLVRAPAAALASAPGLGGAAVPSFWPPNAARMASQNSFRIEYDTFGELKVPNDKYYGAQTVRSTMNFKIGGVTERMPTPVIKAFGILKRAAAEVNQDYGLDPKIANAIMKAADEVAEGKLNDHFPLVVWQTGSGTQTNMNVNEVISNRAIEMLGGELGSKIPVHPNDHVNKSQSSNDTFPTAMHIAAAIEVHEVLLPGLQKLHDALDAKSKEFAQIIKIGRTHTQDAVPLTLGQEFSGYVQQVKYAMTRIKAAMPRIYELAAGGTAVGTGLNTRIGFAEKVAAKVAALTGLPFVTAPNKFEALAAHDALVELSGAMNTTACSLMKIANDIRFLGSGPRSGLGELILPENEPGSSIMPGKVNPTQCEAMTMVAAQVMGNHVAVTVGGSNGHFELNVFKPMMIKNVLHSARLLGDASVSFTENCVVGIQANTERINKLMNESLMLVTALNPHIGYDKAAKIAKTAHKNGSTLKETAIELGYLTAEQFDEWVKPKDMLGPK
# NTMT1 inh = blocks human N-terminal methyltransferase 1 activity; NTMT1 MTase-Glo SAH luminescence, purified enzyme; Potency, µM (top dose mostly 114 µM), for the others: top-dose activity change, negative = inhibition, hits mostly inhibitors; hit rate 2.5% among 59,000; AID 1645870;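 also: plate controls were DMSO vehicle for no effect and no enzyme for full effect; nearly all actives have a fitted effect of over 65% in size; many of its hits are not listed in these tables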
# Target sequence (Q9BV86 whole entry, looked up): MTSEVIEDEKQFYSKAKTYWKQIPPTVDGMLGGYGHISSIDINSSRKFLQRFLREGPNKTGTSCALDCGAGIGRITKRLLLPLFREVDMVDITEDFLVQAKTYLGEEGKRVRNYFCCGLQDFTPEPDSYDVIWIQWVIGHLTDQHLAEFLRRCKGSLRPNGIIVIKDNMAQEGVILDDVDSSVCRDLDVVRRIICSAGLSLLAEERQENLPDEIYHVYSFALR
# Numbers without * were called inactive; ? = inconclusive; · = not tested or not shown; & = joins results of further samples; ! = repeats disagree; [ ] = remark or other dose. Calls follow the shape of the dose curve; as a rule, active = well fitted curve in the direction sought with a large enough effect; inconclusive = small, poorly fitted or top-dose-only effect, or another doubt; inactive = no such curve, though single readings can be large; an effect the other way counts as inactive or inconclusive. Unless noted, % is scaled to controls: 0 for no effect and ±100 for the full control effect; potency is read from the fitted curve at half-maximal effect. An excerpt (hit frequency here may not be typical).
1. CC(C)Cc1ccc([C@H](C)C(=O)O)cc1
2. C[C@H](CCC(=O)O)[C@H]1CC[C@H]2[C@@H]3[C@@H](O)C[C@@H]4C[C@H](O)CC[C@]4(C)[C@H]3CC[C@]12C
3. N[C@@H]1CN(c2c(F)cc3c(=O)c(C(=O)O)cn([C@@H]4C[C@@H]4F)c3c2Cl)CC12CC2
4. O=C(O)c1ccc(Cc2c(-c3cccc(-c4ccccc4)c3)[nH]n(-c3nc(C(=O)O)cs3)c2=O)cc1
5. CC(C)CCn1c(CN2CCN(C(=O)C(C)C)CC2)nc2c1c(=O)n(C)c(=O)n2C
6. N#Cc1ccc(O[C@@H]2c3ccccc3C[C@H]2N2CCC[C@@H](N)C2)c(Cl)c1
Screen / compound no.	1	2	3	4	5	6
NTMT1 inh	·	11%	15%	?	9%	-12%[57.5 µM]
FH mod	-12%[53.3 µM]	·	·	·	·	3%

7. Cc1[nH]c(C=C2C(=O)Nc3ccccc32)c(C)c1CCC(=O)O
8. Cn1cc(-c2cnc3ccc4ccc(CS(=O)(=O)NCc5ccccn5)cc4c(=O)c3c2)cn1
9. COc1cc(C)c(Sc2cnc(NC(=O)c3ccc(CNC(C)C(C)C)cc3)s2)cc1C(=O)N1CCN(C(C)=O)CC1 (stereo not drawn)
10. CC1CC[C@]2(C(=O)O)CC[C@]3(C(=O)O)C(=CCC4[C@@]5(C)CC[C@H](O[C@@H]6O[C@H](CO)[C@@H](O)[C@H](O)[C@H]6O)C(C)(C)C5CC[C@]43C)C2C1C (stereo partly drawn)
11. CCOc1ccc(-c2nc(-c3cccc4c3CCC4NCCO)no2)cc1OCC (stereo not drawn)
12. O=C(O)[C@@H]1[C@H]2C[C@H]3c4[nH]c5ccccc5c4CCN3C[C@@H]2CC[C@@H]1O
Screen / compound no.	7	8	9	10	11	12
NTMT1 inh	-1%[57.5 µM]	-16%[57.5 µM]	?	13%[12.6 µM]	5%[57.5 µM]	-15%[57.5 µM]
FH mod	0%[53.3 µM]	-15%	0%	6%[20.6 µM]	3%	3%[53.3 µM]

13. Cc1nc2ccc(-n3ncc(C(=O)c4cc5ccccc5[nH]4)c3N)cc2[nH]1
14. O=C(O)CN1C(=O)c2cccc3cccc(c23)C1=O
15. CCCc1ccc(OCC(=O)N2CCN(C(=O)COc3ccc(CCC)cc3OC)CC2)c(OC)c1
16. CCOC(=O)c1cccc(N)c1
17. Cc1ccc(-c2ccc3c(ccc4sc5c(c43)NC[C@@H](C)NC5=O)n2)cn1
18. Cc1c(C(=O)Nc2ccc(N3CC(C)OC(C)C3)nc2)cccc1-c1ccc(OC(F)(F)F)cc1 (stereo not drawn)
Screen / compound no.	13	14	15	16	17	18
NTMT1 inh	-7%	-27%[57.5 µM]	19%[57.5 µM]	19%[57.5 µM]	7%[57.5 µM]	5%[57.5 µM]
FH mod	-10%	-4%[53.3 µM]	6%[53.3 µM]	-5%[53.3 µM]	7%	5%

19. CCN(CCCOc1ccc2c(Nc3cc(CC(=O)Nc4cccc(F)c4)[nH]n3)ncnc2c1)CCOP(=O)(O)O
20. O=C1c2ccc(Nc3ccc(F)cc3F)cc2CCc2ccc(OCC(O)CO)cc21 (stereo not drawn)
21. CN(C)CCN(Cc1ccsc1)c1ccccn1
22. Nc1cc(-c2ccncc2)c[nH]c1=O
23. C[C@@H](NC(=O)c1ncnc(N)c1Cl)c1ncc(C(=O)Nc2cc(C(F)(F)F)c(Cl)cn2)s1
24. COC(=O)c1cc(Cl)c(NC(C)=O)cc1OC
Screen / compound no.	19	20	21	22	23	24
NTMT1 inh	?	-25%[57.5 µM]	7%[57.5 µM]	?	-1%&1%[57.5 µM]	0%[57.5 µM]
FH mod	21%	?	1%[53.3 µM]	?	8%	-1%[53.3 µM]

25. O=C(CCCCCCC(=O)Nc1ccc([C@H]2O[C@@H](CSc3nc(-c4ccccc4)c(-c4ccccc4)o3)C[C@@H](c3ccc(CO)cc3)O2)cc1)NO
26. CC(Oc1c(Cl)cccc1Cl)C1=NCCN1 (stereo not drawn)
27. C[C@]12CC[C@H]3[C@@H](CCC4=CC(=O)CC[C@@]43C)[C@@H]1CC[C@@H]2C(=O)CO
28. Cc1ccc(Cl)cc1N(CC(=O)Nc1c(F)cccc1F)S(C)(=O)=O
29. COc1cc(Nc2nc3c(s2)CCCC3c2ccc(F)cc2)ccc1-n1cnc(C)c1 (stereo not drawn)
30. CCN(CC)CCCCNc1ncc2cc(-c3c(Cl)cccc3Cl)c(NC(=O)NC(C)(C)C)nc2n1
Screen / compound no.	25	26	27	28	29	30
NTMT1 inh	43µM*!	23%[57.5 µM]	?	-5%[57.5 µM]	6%[57.5 µM]	4%[57.5 µM]
FH mod	-6%	-12%[53.3 µM]	2%[53.3 µM]	9%	-16%	?

31. Cn1ncc(Cl)c1-c1cc(C(=O)N[C@H](CN)Cc2ccc(F)c(F)c2)oc1Cl
32. CN(C)c1nc(Cc2ccc(NC(=O)c3ccc(C(F)(F)F)cc3)cc2)nc(N(C)C)c1CC(=O)O
33. C[C@@H]1CN(Cc2ncccn2)C[C@H]1c1nc2c(cnn2C2CCOCC2)c(=O)[nH]1
34. CCNC(=O)/C=C/c1cccc(Br)c1
35. CC(=O)[C@H]1CC[C@H]2[C@@H]3C[C@H](C)C4=CC(=O)CC[C@]4(C)[C@H]3[C@@H](O)C[C@]12C
36. CCC(CC)C(c1ccc(Nc2nc3ccccc3s2)cc1)n1cncn1 (stereo not drawn)
Screen / compound no.	31	32	33	34	35	36
NTMT1 inh	12%[57.5 µM]	2%&13%[57.5 µM]	5%[57.5 µM]	21%[57.5 µM]	2%[57.5 µM]	-3%[57.5 µM]
FH mod	-14%	7%	21%	6%[53.3 µM]	-5%[53.3 µM]	-23%

37. CCc1cc(CN2CC(C(=O)O)C2)sc1-c1noc(-c2ccc(Oc3ccccc3)cc2)n1
38. Cc1c(C2=CCN(C(=O)N(C)C(C)C)CC2)nnn1-c1cccnc1F
39. CC(C)NC(=O)c1ccc(C#Cc2ccncc2)cn1
40. CCCOC(=O)c1ccccc1
41. Nc1ccc(C(=O)Nc2ccccc2N)cc1
42. CC(C)(C)c1cnc(CSc2cnc(NC(=O)C3CCNCC3)s2)o1
Screen / compound no.	37	38	39	40	41	42
NTMT1 inh	3%[29.8 µM]	0%[57.5 µM]	5%[57.5 µM]	4%[57.5 µM]	-10%[57.5 µM]	50µM*!
FH mod	0%[53.3 µM]	-2%	4%	-10%[53.3 µM]	1%[53.3 µM]	6%[53.3 µM]

43. COc1cncc(C#Cc2ccccn2)c1
44. Cc1cnc(Nc2cccc(CN3CCOCC3)c2)nc1Nc1cccc(S(=O)(=O)NC(C)(C)C)c1
45. O=C(NCC(O)CO)c1ccncc1Nc1ccc(I)cc1F (stereo not drawn)
46. O=c1cc[nH]c(=O)[nH]1
47. c1ccc2c(CC3=NCCN3)cccc2c1
48. CCCCNc1ncc2c(-c3ccc(CN4CCN(C)CC4)cc3)cn(C3CCC(O)CC3)c2n1 (stereo not drawn)
Screen / compound no.	43	44	45	46	47	48
NTMT1 inh	-1%[57.5 µM]	3%&15%[57.5 µM]	6%[57.5 µM]	19%[57.5 µM]	9%[57.5 µM]	79µM*!
FH mod	1%	5%	6%	1%[53.3 µM]	-12%[53.3 µM]	-4%&-4%

49. COc1cc(N)c(Cl)cc1C(=O)NC1CCN(CCCOc2ccc(F)cc2)CC1OC (stereo not drawn)
50. Cc1onc(-c2ccccc2Cl)c1C(=O)N[C@@H]1C(=O)N2[C@@H]1SC(C)(C)[C@@H]2C(=O)O
51. CCN(CC)CCOc1ccccc1C(=O)CCc1ccccc1
52. COc1cc(N2CCC(N3CCN(C)CC3)CC2)ccc1Nc1ncc(Cl)c(Nc2ccccc2S(=O)(=O)C(C)C)n1
53. Cc1nnc(NS(=O)(=O)c2ccc(N)cc2)s1
54. O=C(O)c1cn(C2CC2)c2cc(Cl)c(F)cc2c1=O
Screen / compound no.	49	50	51	52	53	54
NTMT1 inh	-13%[57.5 µM]	?	24%[57.5 µM]	25µM*!	2%	11%[57.5 µM]
FH mod	-1%[53.3 µM]	-10%	5%[53.3 µM]	?	8%&9%[53.3 µM]	4%[53.3 µM]

55. CCOc1ccn(-c2ccc(F)cc2)c(=O)c1C(=O)Nc1ccc(Oc2ccnc(N)c2Cl)c(F)c1
56. O=C1NC(=O)[C@@]2(CCOc3ccc(F)cc32)N1
57. CCOC(=O)C1(CCOc2ccccc2)CCN(Cc2ccc(O)c(Cl)c2)CC1
58. Cc1cc(-c2nc(-c3ccc(OC(F)(F)F)cc3)no2)nn1Cc1ccnc(N2CCN(C3CC3)CC2)c1
59. CC(NCc1ccc(OCc2cccc(F)c2)cc1)C(N)=O (stereo not drawn)
60. CCC[C@H](N[C@@H](C)C(=O)N1[C@H](C(=O)O)C[C@@H]2CCCC[C@@H]21)C(=O)OCC
Screen / compound no.	55	56	57	58	59	60
NTMT1 inh	16%	39%[activator][57.5 µM]	1%[57.5 µM]	2%[57.5 µM]	0%[57.5 µM]	29%[57.5 µM]
FH mod	-15%	1%&4%[53.3 µM]	-6%	-5%	4%	-3%[53.3 µM]

61. Cc1cc(C(=O)Nc2cccc(C(=O)Nc3cccc(C(F)(F)F)c3)c2)on1
62. O=C(Nc1ccc(Cl)cc1)Nc1ccc(Cl)c(C(F)(F)F)c1
63. C=CC1=C(C(=O)O)N2C(=O)[C@@H](NC(=O)C(=NO)c3csc(N)n3)[C@H]2SC1
64. CC[C@H]1OC(=O)C[C@@H](O)[C@H](C)[C@@H](O[C@@H]2O[C@H](C)[C@@H](O)[C@H](N(C)C)[C@H]2O)[C@@H](CCN2C[C@H](C)C[C@H](C)C2)C[C@@H](C)C(=O)/C=C/C(C)=C/[C@@H]1CO[C@@H]1O[C@H](C)[C@@H](O)[C@@H](OC)[C@H]1OC
65. CC1=C(C(=O)O)N2C(=O)[C@@H](NC(=O)[C@H](N)c3ccc(O)cc3)[C@H]2SC1
66. CNC(=O)c1cc(Oc2ccc(NC(=O)Nc3cc(C(C)(C)C)nn3-c3ccc4ncccc4c3)c(F)c2)ccn1
Screen / compound no.	61	62	63	64	65	66
NTMT1 inh	3%[57.5 µM]	22%[57.5 µM]	-18%[57.5 µM]	8%[57.5 µM]	?	-13%
FH mod	5%	-23%[53.3 µM]	14%[53.3 µM]	-2%	0%[53.3 µM]	-24%

67. Cc1c(CN2CCN(S(C)(=O)=O)CC2)sc2c(N3CCOCC3)nc(-c3cnc(N)nc3)nc12
68. CC(C)(C)Oc1ccc(OCC2Cc3ccccc3CN2C(=O)c2cccc3ccccc23)cc1 (stereo not drawn)
69. CC1Oc2cc(cnc2N)-c2c(nn(C)c2C#N)CN(C)C(=O)c2ccc(F)cc21 (stereo not drawn)
70. CNCCCC1(c2ccccc2)OC(C)(C)c2ccccc21 (stereo not drawn)
71. C#CCN(Cc1cc2c(=O)[nH]c(C)nc2cc1Br)c1ccc(C(=O)NCc2cccnc2)cc1
72. CC(=O)Nc1nc(C)c(-c2ccc(Cl)c(S(=O)(=O)NCCO)c2)s1
Screen / compound no.	67	68	69	70	71	72
NTMT1 inh	-10%	-2%[57.5 µM]	16%	2%[57.5 µM]	0%[57.5 µM]	?
FH mod	1%	-20%	2%	-1%	10%	12%

73. O=C(O)COC(=O)Cc1ccccc1Nc1c(Cl)cccc1Cl
74. CCN1CCN(Cc2ccc(-c3cc4c(NC(C)c5ccccc5)ncnc4[nH]3)cc2)CC1 (stereo not drawn)
75. CC(NC(CCc1ccccc1)C(=O)O)C(=O)N1C(=O)N(C)CC1C(=O)O (stereo not drawn)
76. C=C[C@@H]1CN2CCC1C[C@@H]2C(O)c1ccnc2ccc(OC)cc12 (stereo partly drawn)
77. COc1cc(N2CCC(N3CCN(C)CC3)CC2)ccc1Nc1ncc(Cl)c(-c2c[nH]c3ccccc23)n1
78. CC(=O)NC(C)c1cnc(-c2cnc(Oc3ccc(OC(C)C)cc3)s2)s1 (stereo not drawn)
Screen / compound no.	73	74	75	76	77	78
NTMT1 inh	?	14µM*	?	-13%[57.5 µM]	20µM*	0%[57.5 µM]
FH mod	-7%[53.3 µM]	-3%	5%[53.3 µM]	13%[53.3 µM]	?	4%
